Rv3671c inh = Rv3671c serine protease inhibitors, primary screen, biochemical, fluorescence polarization, M. tuberculosis H37Rv. P9WHR9. inhibition, % at 5.96 µM. 0.048% of 320,000 active. AID 2606, 2010; in the data active = inhibition above about 38%;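 also: extracellular domain of Rv3671c used as enzyme; 0% = enzyme with DMSO and 100% = no enzyme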
Target sequence (P9WHR9 whole entry, looked up, the tested form may be a part): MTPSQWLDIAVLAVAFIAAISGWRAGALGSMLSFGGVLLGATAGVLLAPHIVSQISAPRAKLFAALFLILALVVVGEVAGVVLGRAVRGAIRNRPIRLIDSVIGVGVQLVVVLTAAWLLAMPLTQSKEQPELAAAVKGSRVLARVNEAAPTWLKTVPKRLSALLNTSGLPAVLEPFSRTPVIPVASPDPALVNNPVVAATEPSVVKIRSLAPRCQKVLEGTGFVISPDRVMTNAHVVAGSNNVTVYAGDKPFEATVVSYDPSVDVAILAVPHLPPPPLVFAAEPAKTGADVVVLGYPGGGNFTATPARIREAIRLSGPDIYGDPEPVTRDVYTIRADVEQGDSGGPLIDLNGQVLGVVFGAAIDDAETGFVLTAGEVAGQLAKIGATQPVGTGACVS
MazEF act = activators of E. coli MazEF toxin-antitoxin RNase, primary screen, biochemical, fluorescence, uHTS; activation, % at 20 µM; Endoribonuclease toxin MazF (Escherichia coli (strain K12)), P0AE70; 0.32% of 350,000 active; AID 504720, 2011; FAM/BHQ RNA-DNA oligo cleavage fluorescence, 5 h; in the data active = activation above about 50%
Target sequence (P0AE70 whole entry, looked up): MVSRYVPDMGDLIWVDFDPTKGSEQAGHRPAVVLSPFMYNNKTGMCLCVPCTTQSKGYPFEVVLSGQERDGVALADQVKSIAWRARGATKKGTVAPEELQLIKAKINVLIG
Y pestis TopoI = Yersinia pestis topoisomerase I inhibitors, primary screen, biochemical, cleavage product accumulation, plate reader, single point | DNA topoisomerase I (Yersinia pestis CO92) | Y. pestis Topo-I cleavage product accumulation | activity, % at 10 µM | 0.064% of 360,000 active; in the data active = activity above about 50%, passing the limit was not always enough; also: inactives centre near 2
PriA SSB inh = inhibitors of Klebsiella pneumoniae PriA binding to SSB C-terminal tail, primary screen, biochemical, AlphaScreen; AlphaScreen SSBct-PriA binding, biotinylated peptide; PriA–SSB C-terminal tail interaction (Klebsiella pneumoniae); AID 1272365, 2023; inhibition, % at 33 µM; 0.6% of 430,000 active; in the data active = inhibition mostly above about 37%, no sharp cut-off; inactive = mostly below about 20%;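 also: plate controls were negative control peptide for no effect and reference peptide for full effect; strong numbers were not always called active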
Vc quorum ag = inducers of Vibrio cholerae quorum light production without autoinducers, primary screen, BH1578 luxS cqsA deficient, single point | V. cholerae BH1578 lux reporter, luminescence, 6 h | activation, % at 18.7 µM | 0.16% of 350,000 active; in the data active = activation mostly above about 9.7%, no sharp cut-off; also: not every result past the cut was called active; inactives centre near 0; reference of the scale not given here
3CLpro inhibitor = SARS-CoV 3CLpro protease inhibitors, primary screen, biochemical, quenched FRET; Replicase polyprotein 1ab (Severe acute respiratory syndrome coronavirus), P0C6X7; recombinant SARS-CoV 3CLpro, quenched FRET peptide cleavage; inhibition, % at 6 µM; AID 1706, 2009; 0.14% of 290,000 active; in the data active = inhibition above about 12%
PfHsp40 rescue = rescue of yeast from PfHsp40 toxicity, primary screen, S. cerevisiae, ATP luminescence | S. cerevisiae expressing PfHsp40, growth rescue | growth rescue, % at 12.5 µM | 0.68% of 340,000 active | AID 504582, 2011; in the data active = growth rescue above about 28%, passing the limit was not always enough;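 also: yeast W303a lacking pdr1 and pdr3 grown in galactose medium; growth measured after three days at 30 °C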
Anthrax LF prot = Bacillus anthracis LF protease inhibitors, primary screen, biochemical, multiplex microsphere, MLPCN library; AID 588501, 2011; multiplex microsphere protease cleavage assay; inhibition, % at 10 µM; 0.12% of 360,000 active; in the data active = inhibition above about 30%; also: plate controls were buffer without enzyme for full effect and enzyme alone for no effect
DUSP3 inh = VHR1 phosphatase inhibitors, primary screen, biochemical, absorbance, uHTS | Dual specificity protein phosphatase 3 (Homo sapiens), P51452 | recombinant VHR phosphatase, pNPP absorbance | inhibition, % at 13.3 µM | 0.52% of 290,000 active | AID 1654, 2009; in the data active = inhibition above about 50%; also: some compounds called inactive have numbers as strong as hits
Target sequence (P51452 whole entry, looked up): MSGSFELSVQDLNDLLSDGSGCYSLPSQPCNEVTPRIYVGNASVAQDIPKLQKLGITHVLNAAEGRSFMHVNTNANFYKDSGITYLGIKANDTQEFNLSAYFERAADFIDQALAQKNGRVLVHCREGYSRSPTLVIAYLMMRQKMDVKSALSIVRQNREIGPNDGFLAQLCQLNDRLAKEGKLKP
TcdB GH inh = TcdB glycohydrolase inhibitors, primary screen, biochemical, single point, plate reader; Toxin B (Clostridioides difficile), P18177; TcdB glycohydrolase enzymatic assay; inhibition, % at 9.99 µM; 0.24% of 350,000 active; AID 652162, 2013; in the data active = inhibition above about 10%
Active calls of the source: *; i = inactive; / = not tested or not shown. The list is partial (hit frequency here may not be typical).

SMILES | Rv3671c inh | MazEF act | Y pestis TopoI | PriA SSB inh | Vc quorum ag | 3CLpro inhibitor | PfHsp40 rescue | Anthrax LF prot | DUSP3 inh | TcdB GH inh
COc1ccccc1NC(=O)COC(=O)c1ccccc1C(=O)N1CCN(c2ccccc2)CC1 | -6 | 47 | 24 | -7 | -0.1 | 2 | 0.5 | -5 | 9 | -0.4
CCOc1c(Cl)cc(/C=C/C(=O)N(CC)CC(=O)NCc2cccs2)cc1OC | -6 | 0 | 25 | -9 | i | / | -0.3 | -1 | / | 1.2
Nc1ccc(-c2nc3ccc(C(=O)O)cc3s2)cc1 | 4 | -3 | -6 | -3 | -0.3 | 4 | -1.1 | 1 | -9 | -0.5
COC(=O)c1ccc(N=Cc2c(C(F)(F)F)[nH]n(C)c2=O)cc1 | 8 | 4 | 7 | 3 | -5.6 | 1 | 1.5 | 2 | 21 | 0.7
O=C(COC(=O)c1cccnc1Cl)NCc1ccco1 | 0 | -8 | 2 | 1 | i | -2 | 0.3 | 0 | 30 | 1.9
Cc1cccc(C)c1N1CCN(C(=O)Cn2cncn2)CC1 | -3 | 4 | 11 | -2 | i | 5 | -0.2 | -2 | 2 | 1.0
O=S(=O)(Nc1ccccc1O)c1cccc2cccnc12 | 6 | -7 | 3 | -7 | -0.8 | 1 | -1.9 | 3 | 38 | 0.0
COc1ccccc1/C=[N+](\[O-])C1SC(=S)N(C)C1(C)C (centres undefined) | -1 | 5 | -13 | -5 | -0.7 | -5 | 1.1 | -6 | 2 | -6.1
O=C(Cc1n[nH]c(=O)c2ccccc12)Nc1ccc(-c2nnc3n2CCCCC3)cc1 | -9 | 2 | 3 | -14 | i | 5 | -2.1 | -11 | 16 | /
COc1ccc(CC(=O)N2CCN(c3ccc(C4=NNC(=O)CC4C)cc3)CC2)cc1 (centres undefined) | 2 | -1 | -8 | -13 | -0.9 | 3 | -0.1 | -2 | 11 | /
COc1cc(/C=N/NC(=Nc2ccc(C)cc2)c2nc3ccccc3s2)ccc1O | -4 | -3 | -1 | / | -0.4 | 0 | -0.6 | -1 | 15 | /
CCOC(=O)N1CCN(C(=O)CSCc2nc(-c3ccccc3F)oc2C)CC1 | -6 | -12 | 2 | 3 | / | -4 | 14 | -7 | 29 | /

Given in CSV form: eleven of the compounds above
molecule,Rv3671c inh,MazEF act,Y pestis TopoI,PriA SSB inh,Vc quorum ag,3CLpro inhibitor,PfHsp40 rescue,Anthrax LF prot,DUSP3 inh,TcdB GH inh
CCOc1c(Cl)cc(/C=C/C(=O)N(CC)CC(=O)NCc2cccs2)cc1OC,-6,0,25,-9,i,/,-0.3,-1,/,1.2
Nc1ccc(-c2nc3ccc(C(=O)O)cc3s2)cc1,4,-3,-6,-3,-0.3,4,-1.1,1,-9,-0.5
COC(=O)c1ccc(N=Cc2c(C(F)(F)F)[nH]n(C)c2=O)cc1,8,4,7,3,-5.6,1,1.5,2,21,0.7
O=C(COC(=O)c1cccnc1Cl)NCc1ccco1,0,-8,2,1,i,-2,0.3,0,30,1.9
Cc1cccc(C)c1N1CCN(C(=O)Cn2cncn2)CC1,-3,4,11,-2,i,5,-0.2,-2,2,1.0
O=S(=O)(Nc1ccccc1O)c1cccc2cccnc12,6,-7,3,-7,-0.8,1,-1.9,3,38,0.0
COc1ccccc1/C=[N+](\[O-])C1SC(=S)N(C)C1(C)C (centres undefined),-1,5,-13,-5,-0.7,-5,1.1,-6,2,-6.1
O=C(Cc1n[nH]c(=O)c2ccccc12)Nc1ccc(-c2nnc3n2CCCCC3)cc1,-9,2,3,-14,i,5,-2.1,-11,16,/
COc1ccc(CC(=O)N2CCN(c3ccc(C4=NNC(=O)CC4C)cc3)CC2)cc1 (centres undefined),2,-1,-8,-13,-0.9,3,-0.1,-2,11,/
COc1cc(/C=N/NC(=Nc2ccc(C)cc2)c2nc3ccccc3s2)ccc1O,-4,-3,-1,/,-0.4,0,-0.6,-1,15,/
CCOC(=O)N1CCN(C(=O)CSCc2nc(-c3ccccc3F)oc2C)CC1,-6,-12,2,3,/,-4,14,-7,29,/

Other results follow:
SMILES | Rv3671c inh | MazEF act | Y pestis TopoI | PriA SSB inh | Vc quorum ag | 3CLpro inhibitor | PfHsp40 rescue | Anthrax LF prot | DUSP3 inh | TcdB GH inh
Cc1c(Br)c([N+](=O)[O-])nn1C(C)C(=O)N1CCCc2ccccc21 (centres undefined) | 5 | 0 | 3 | 1 | i | 4 | 0.2 | -2 | 21 | /
c1ccc2c(c1)[nH]c1c(N3CCC4(CC3)OCCO4)ncnc12 | -4 | 4 | 2 | -23 | / | -1 | 0.6 | -4 | 22 | /
CCCCNc1nnc(SCC(=O)c2c(N)n(CCC)c(=O)[nH]c2=O)s1 | -2 | 7 | -8 | -1 | -1.5 | / | 0.1 | -1 | / | 1.7
Cc1cc(NC(=O)C2C3C(=O)N(CCC(C)C)C(C(=O)NCc4ccccc4)C34C=CC2(C)O4)no1 (centres undefined) | -4 | -4 | -2 | -4 | i | 3 | 2.2 | -3 | 25 | /
Cc1cc(C(=O)N/N=C2\CC(=O)CC(C)(C)C2)c2ccccc2n1 | -1 | -1 | -2 | / | -0.5 | -2 | -0.7 | -2 | -8 | -0.7
C=CCSc1ncc(-c2ccccc2)cn1 | 7 | 6 | 4 | -42 | i | 0 | 0.4 | -3 | 27 | 0.6
CC[C@@H](C)[C@@H]1CN([C@@H](C)CN2CCC[C@H]2CN2C(N)=NC[C@@H]2Cc2ccccc2)C(=N)N1CCCC1CCCC1 | 1 | 20 | -7 | 2 | -0.4 | / | 2.2 | -8 | / | -0.2
Cc1c(Nc2cc(N3CCCC(C)C3)c3nonc3c2[N+](=O)[O-])c(=O)n(-c2ccccc2)n1C (centres undefined) | 3 | 6 | 3 | 6 | -5.0 | -4 | -2.0 | 3 | 7 | /
COc1ccc(N2Cc3ccc(OC)c(OC)c3C2=O)cc1 | 1 | 4 | -9 | -7 | i | 2 | 1.0 | -1 | -2 | 1.2
CSc1ccccc1NC(=O)CN(C)CC(=O)Nc1ccccc1C(F)(F)F | -2 | 8 | 4 | -17 | -0.2 | 4 | 0.4 | 5 | 8 | -0.1
O=C(N/N=C/c1ccc([N+](=O)[O-])o1)c1ccc(O)cc1 | 4 | 11 | 0 | / | 11 | -4 | -0.9 | -9 | 5 | 0.2
Cc1ccccc1N(C(=O)Cc1c[nH]c2ccccc12)C(C(=O)NC1CCCCC1)c1ccco1 (centres undefined) | 5 | -2 | -4 | -13 | 0.0 | 4 | -0.4 | 0 | -2 | /
CC(C)CN(C(=O)CN1CCCCCC1)c1c(N)n(CC(C)C)c(=O)[nH]c1=O | -9 | 24 | 7 | -26 | -0.5 | 2 | -1.9 | -4 | -28 | 0.6
O=C(NC1CCCCCC1)c1ccc(CS(=O)(=O)Cc2ccccc2F)o1 | 4 | 1 | 10 | 5 | i | 0 | 0.6 | 0 | 17 | 1.2
COCCN1C(=O)N(c2cccc(OC)c2)C(=O)C1CC(=O)Nc1ccc(OC)cc1 (centres undefined) | -5 | 13 | 1 | -1 | 1.4 | -2 | -1.1 | -3 | 21 | 1.0
Cc1ccccc1N(CC(=O)O)S(C)(=O)=O | 7 | -3 | -6 | -8 | i | -3 | -1.4 | -4 | 0 | /
Cc1cc(Cl)c2oc(C(=O)N3CCN(c4cccc(C)n4)CC3)c(C)c2c1 | -3 | -14 | 34 | 1 | 2.1 | -3 | 2.1 | -2 | 18 | 0.8
CN(CC(=O)Nc1cccc(F)c1)C(=O)c1cn(-c2ccccc2)nc1-c1ccc(F)cc1 | -18 | 1 | -1 | -8 | i | / | 6.9 | 3 | / | -1.1
COc1cc(OC)c(OC)cc1CN1CCN(c2ccccc2OC)CC1 | 4 | -3 | -5 | -8 | i | 1 | -0.5 | 1 | 10 | /
COc1ccc(S(=O)(=O)NC(CC(=O)O)c2ccco2)cc1 (centres undefined) | -11 | 2 | -3 | -8 | -0.3 | 3 | 0.0 | 1 | 17 | /
COc1cc(CN2CCNC(=O)C2CC(=O)N2CCCO2)cc(OC)c1 (centres undefined) | -4 | -18 | -3 | -15 | -0.6 | 5 | -1.7 | 4 | 35 | 1.5
CCCCOCCCNC(=O)CCCOc1ccccc1 | 4 | -2 | -5 | -3 | 2.8 | -3 | -0.4 | 1 | 20 | /
CCO[C@H]1OC(C(=O)N2CCOCC2)=C[C@@H](c2coc3ccccc3c2=O)[C@@H]1CCCO | -6 | 6 | 0 | -19 | i | -1 | 3.9 | -7 | 26 | 1.2
COc1ccc2[nH]cc(/C=N/NS(=O)(=O)c3ccc(C)cc3)c2c1 | 1 | 2 | -11 | / | -0.5 | 0 | -0.2 | / | 8 | 1.6
C=CCSc1nnc(-c2nnc(SCC=C)n2-c2ccccc2)n1-c1ccccc1 | -2 | -4 | 16 | -22 | -0.2 | -3 | -0.2 | -3 | 2 | /
c1ccc2c(C[C@@H]3CNCCN3CCC34CC5CC(CC(C5)C3)C4)cccc2c1 | 4 | 23 | 5 | 8 | -0.2 | / | -0.2 | -9 | / | 0.8
CC(=O)Nc1ccc(-c2ccnc3c2CC(C(=O)NCc2ccco2)O3)cc1 (centres undefined) | / | / | -10 | / | i | / | / | -2 | / | 1.9
COC(=O)c1cc(C#N)c(Oc2cccc(C)c2C)nc1C | 3 | -1 | 14 | -11 | 7.3 | 0 | 1.5 | 0 | 9 | /
CCN(CC(=O)NCc1cccs1)C(=O)c1ccc(S(=O)(=O)N(C)C)cc1 | -1 | 4 | -7 | -5 | -0.3 | -2 | 1.6 | -5 | 18 | 0.0
COc1ccc(N2CCN(C(=O)c3cc4c(C)nc5ccccc5c4o3)CC2)cc1 | -2 | -10 | 28 | 13 | i | 4 | 1.3 | -3 | 5 | 0.2
Cn1cccc1C(=O)OCc1nc2ccccc2c(=O)[nH]1 | 17 | 2 | 1 | 0 | i | / | -0.1 | -4 | / | 1.7
O=C(Cc1c(Cl)cccc1Cl)Nc1cccnc1 | 1 | 5 | 2 | -5 | -0.3 | 0 | 1.5 | 0 | 12 | 1.6
CC(OC(=O)CNC(=O)c1ccc2ccccc2c1)C(=O)NC1CCCCC1C (centres undefined) | -8 | 7 | 6 | 3 | -0.4 | 0 | 0.7 | 0 | -3 | 0.7
O=C(Nc1cc(S(=O)(=O)N2CCOCC2)ccc1Cl)c1ccncc1 | 5 | -3 | 8 | -5 | i | / | -1.9 | -4 | / | -6.7
O=C(NC1CCCCC1)C(c1cccnc1)N(C(=O)c1csnn1)c1ccccc1F (centres undefined) | -7 | 10 | 0 | -13 | -0.3 | -1 | -0.4 | 3 | 26 | 1.7
Cc1ccc(C(=O)c2cnc3ccccc3c2-c2ccccc2)cc1 | -1 | -10 | -4 | -17 | -0.4 | 7 | 6.5 | 4 | 13 | /
NS(=O)(=O)c1ccc(CCNC(=O)CSc2ccsc2[N+](=O)[O-])cc1 | -2 | 1 | 4 | -2 | -0.1 | 2 | 1.0 | 4 | 9 | 1.6
